Screening data from PubChem BioAssay.
TDP1 cell noCPT = qHTS for Inhibitors of human tyrosyl-DNA phosphodiesterase 1 (TDP1): qHTS in cells in absence of CPT; DT40 Tdp1-/- hTDP1 cells, no CPT, ATP luminescence, 48 h; Potency, µM (doses to about 46.2 µM), without a hit: at the highest dose activity change, negative = growth inhibition, hits mostly inhibitors; actives 15% (n = 420,000); AID 686978, 2013; also: nearly all actives have a fitted effect of over 55% in size
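Luminescent ATP content (CellTiter-Glo) served as the growth readout. Knockout chicken DT40 cells expressing human TDP1 were exposed to compounds without camptothecin for a minimum 48 hr at 37 °C.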
TDP1 inh = qHTS Assay for Inhibitors of Tyrosyl-DNA Phosphodiesterase (TDP1); Tyrosyl-DNA phosphodiesterase 1 (Homo sapiens), Q9NUW8; recombinant TDP1, AlphaScreen DNA substrate cleavage; Potency, µM (highest dose often 130 µM), for the others: at the highest dose activity change, negative = inhibition, usual class: inhibitors; actives 0.28% (n = 350,000); also: nearly all actives have a fitted effect of over 40% in size
Target sequence (Q9NUW8 whole entry, looked up): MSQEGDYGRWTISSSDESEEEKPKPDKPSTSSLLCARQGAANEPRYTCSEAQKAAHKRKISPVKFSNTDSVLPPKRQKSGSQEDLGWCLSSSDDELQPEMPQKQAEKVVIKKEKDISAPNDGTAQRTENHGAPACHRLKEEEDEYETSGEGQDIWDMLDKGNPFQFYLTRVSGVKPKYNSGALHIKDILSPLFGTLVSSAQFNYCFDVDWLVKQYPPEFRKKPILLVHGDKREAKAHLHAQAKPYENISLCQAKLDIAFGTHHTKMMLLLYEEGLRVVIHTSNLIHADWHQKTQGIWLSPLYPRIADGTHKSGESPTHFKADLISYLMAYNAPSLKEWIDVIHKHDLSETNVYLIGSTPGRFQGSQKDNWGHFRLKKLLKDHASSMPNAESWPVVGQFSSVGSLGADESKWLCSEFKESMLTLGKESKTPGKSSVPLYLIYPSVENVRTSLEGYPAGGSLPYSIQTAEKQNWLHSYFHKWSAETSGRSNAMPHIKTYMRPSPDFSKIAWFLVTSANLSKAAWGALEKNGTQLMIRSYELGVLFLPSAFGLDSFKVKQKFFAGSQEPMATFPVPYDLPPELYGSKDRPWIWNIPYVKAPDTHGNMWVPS
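Here, a 5' biotin and 3' phosphotyrosine-FITC DNA oligonucleotide reports Tdp1 activity: intact substrate bridges AlphaScreen beads, while cleavage leaves a 3' phosphate and drops signal. All incubations at room temperature.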
DT40 TDP1 CPT = qHTS for Inhibitors of human tyrosyl-DNA phosphodiesterase 1 (TDP1): qHTS in cells in presence of CPT | chicken DT40 Tdp1-/-;hTDP1 cells + 20 nM CPT, ATP luminescence, 48 h | Potency, µM (titrated, usually from 46.2 µM), for inactives: top-dose activity change, negative = growth inhibition, actives largely listed as inhibitors | actives 12% (n = 420,000) | AID 686979, 2013; also: nearly all actives have a fitted effect of over 55% in size
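Chicken DT40 Tdp1-/- cells complemented with human TDP1, 400 cells/well, exposed to compounds plus 20 nM camptothecin for at least 48 h at 37 C; viability read as ATP content by CellTiter-Glo luminescence.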
Numbers without * were called inactive; u = inconclusive; x = no result given; & = joins results of further samples; [ ] = dose if it differs, or a comment. Calls follow the shape of the dose curve; as a rule, active = well fitted curve in the direction sought with a large enough effect; inconclusive = small, poorly fitted or top-dose-only effect, or another doubt; inactive = no such curve, though single readings can be large; an effect the other way counts as inactive or inconclusive. % is scaled to controls: 0 for no effect and ±100 for the full control effect; potency is read from the fitted curve at half-maximal effect.

Start of the data: the first two compounds as a preview:
Every second line gives: TDP1 cell noCPT	DT40 TDP1 CPT	TDP1 inh
O=C(c1ccncc1)N1CCC2(CCC(CNC(=O)C3(N4CCOCC4)CCCCC3)O2)CC1 (stereo not given)
  -4.8%	5.3%[9.04 µM]	x
COc1ccc(CCC(=O)NCC(=O)OCc2ccccc2)cc1
  8.8%	-0.9%	x

Results, from the start:
Every second line gives: TDP1 cell noCPT	DT40 TDP1 CPT	TDP1 inh
O=C(c1ccncc1)N1CCC2(CCC(CNC(=O)C3(N4CCOCC4)CCCCC3)O2)CC1 (stereo not given)
  -4.8%	5.3%[9.04 µM]	x
COc1ccc(CCC(=O)NCC(=O)OCc2ccccc2)cc1
  8.8%	-0.9%	x
CS(=O)(=O)N(CC(=O)N1CCCC1)c1ccc(Cl)cc1Cl
  -16.7%	1.0%	x
CC(C)n1c(C(O)c2ccccc2)nc2ccccc21 (stereo not given)
  -4.9%	-10.4%	6.2%
CCOC(=O)C1CCN(Cc2ccc(Cl)c(Cl)c2)CC1
  -0.8%	-11.3%	-3.9%
CC1CCCCC1NC(=O)CSc1nnnn1-c1ccccc1 (stereo not given)
  -19.4%	-2.0%	9.1%
COc1cc(Cl)ccc1OC1(C)CCN(Cc2c(F)cccc2F)C1 (stereo not given)
  u	u	x
Cc1nc2ccn(Cc3cccs3)c(=O)c2cc1C(=O)NCc1ccc(Br)cc1
  u	u	0.6%
CCOC(=O)c1c(C)[nH]c(C)c1C(=O)COC(=O)/C=C/c1ccco1
  -18.5%	-11.2%	3.6%
CCNC(=S)NNC(=O)c1ccccn1
  u	20.6µM*	-3.8%
CC(C)NC(=O)N(C)C[C@H]1Oc2ccc(NS(=O)(=O)c3ccc(Cl)cc3)cc2CC(=O)N([C@@H](C)CO)C[C@@H]1C
  -11.7%	-12.0%	-0.2%
CCCNC(=O)C(Cc1cccc(C#N)c1)NC(=O)c1cccc([N+](=O)[O-])c1 (stereo not given)
  -22.1%	-22.4%	0.6%
COc1ccccc1CCn1cnc(-c2ccc(OC)c(OC)c2)c1C(C)C
  5.8µM*	8.2µM*	x
O=C(NCCOc1ccccc1)C(=O)c1c[nH]c2ccccc12
  -0.5%	-5.8%	x
Cc1ccc(Cn2ccc(NC(=O)c3cc(C)on3)n2)cc1
  -5.1%	-10.6%	4.6%
N#C/C(=C\c1cccc(Cl)c1)C(=O)c1ccccc1
  u	u	8.6%
COc1ccc(NC(=O)CN2C(=O)CC(c3ccc(C)c(C)c3)=Nc3ccccc32)cc1OC
  u	u	7.1%
O=C(CCCN1C(=O)C2CCCCN2C1=O)N1CCN(c2ccc([N+](=O)[O-])cc2)CC1 (stereo not given)
  23.1µM*	u	-1.1%
CCN(CC)c1ccc(NC(=O)C(C)C)cc1
  20.3%	-25.4%	-3.1%
CCCCCN(C(=O)CCC(=O)OC(C)C(=O)Nc1cccc(C#N)c1)c1c(N)n(CCCC)c(=O)[nH]c1=O (stereo not given)
  1.2%	-2.5%	-5.6%

Next part
Every second line gives: TDP1 cell noCPT	DT40 TDP1 CPT	TDP1 inh
COc1ccccc1C(=O)Nc1c(C(=O)c2ccccc2)oc2ccccc12
  u	18.4µM*	-3.2%
Cc1cc(=O)n(CNC(=O)c2ccccc2)c(=S)[nH]1
  -1.4%	9.5%	3.9%
CCOC(=O)c1sc(NC(=O)c2ccc3nc[nH]c3c2)nc1C
  8.2µM*	u	x
COc1ccc(Cn2c(O)cc(=O)[nH]c2=O)cc1
  -12.2%	0.1%	2.5%[56.1 µM]
COc1ccc(NC(=O)CCCSc2nc(-c3ccco3)cc(C(F)(F)F)n2)cc1OC
  u	u	2.1%&0.0%
CC(=O)N1c2ccc(S(=O)(=O)N3CCCC(C(=O)Nc4ccc(F)cc4)C3)cc2CC1C (stereo not given)
  23.1µM*	u	x
Cc1ccc(OCC(=O)NCc2n[nH]c(=O)c3ccccc23)cc1
  -7.2%	6.1%	-0.3%
O=C(CSc1nc2c(c(=O)[nH]1)CCCC2)Nc1cccc(O)c1
  u	-24.6%	5.7%
CCn1c(Cn2nnc(-c3ccccc3)n2)nnc1SCC(=O)Nc1ccccc1
  -15.8%	-25.6%	3.1%
CCOc1ccccc1NC(=O)C(=O)NCCc1sc(-c2cccc(F)c2)nc1C
  -11.4%	-18.8%	-1.8%
Cc1ccccc1C(=O)NC(CC(C)C)C(=O)NCC(C)(C)N1CCOCC1 (stereo not given)
  8.6%	-3.2%	0.3%
O=C(CCc1c[nH]c2ccccc12)NCCc1ccc2c(c1)OCCO2
  u	u	x
CCN1C(=O)c2ccccc2S(=O)c2ccc(C(=O)N3CCN(c4cc(Cl)ccc4C)CC3)cc21 (stereo not given)
  23.1µM*	u	6.9%
O=C(CNC(=O)c1ccc(Cl)cc1Cl)NCC1CCCO1 (stereo not given)
  2.8%	12.1%	0.2%
COc1ccc(N2CC(C)Cn3c2nc2c3c(=O)n(CCN3CCOCC3)c(=O)n2C)cc1 (stereo not given)
  3.7%	1.7%	3.2%
Cn1c(=O)c2c(SCC(=O)N3CCCCC3)nc(-c3ccccc3F)nc2n(C)c1=O
  u	-0.2%	1.4%
Cc1cnc(C(=O)OCC(=O)NC2CCCCCC2)cn1
  -14.4%	1.7%	-2.7%
FC(F)(F)c1nnc2ccc(NCc3cccnc3)nn12
  -10.7%	-16.7%	0.0%
COc1ccc(C(C#N)N2CCCCCC2)cc1OC (stereo not given)
  -3.6%	-0.6%	1.0%
Cc1noc(C)c1CSc1nc2ccccc2[nH]1
  -3.6%	-7.3%	4.1%

New compounds follow:
Every second line gives: TDP1 cell noCPT	DT40 TDP1 CPT	TDP1 inh
O=C(Nc1cc(-c2ccccc2)sc1C(=O)O)c1cccc(F)c1
  14.6µM*	u	-2.5%
C=N[C@@H](C(=O)N[C@@H]1C(=O)N2[C@@H]1SC(C)(C)[C@@H]2C(=O)O)c1ccccc1
  -11.4%	-20.8%	x
COc1ccc(C2CC(=O)C=C(NCc3ccc4c(c3)OCO4)C2)cc1 (stereo not given)
  u	u	x
Cc1ccc(S(=O)(=O)NCCC(=O)NC2CCCCCC2)cc1C
  -16.5%	-7.1%	-1.9%
COC(=O)c1ccccc1NS(=O)(=O)c1cc2c3c(c1)CC(=O)N3CCC2
  -25.3%	-26.6%	2.6%
COc1ccc(OCC(O)CNC(=O)c2c(-c3ccccc3)noc2C)cc1 (stereo not given)
  -25.2%	-16.9%	2.7%
COC(=O)c1cn(CC(=O)Nc2ccccc2C)c2ccccc12
  -17.4%	-2.7%	x
Fc1ccc(Br)cc1C1C=C(c2cccnc2)Nc2ncnn21 (stereo not given)
  16.4µM*	16.4µM*	7.4%
Cc1nnc(SCc2nnc(-c3ccccc3)o2)n(N)c1=O
  9.8%	4.6%	7.1%
COC(=O)Cc1ccc(NC(=S)NCc2ccc(S(N)(=O)=O)cc2)cc1
  -17.0%	20.6µM*	x
Cc1ccc(CSc2nnc(SCC(=O)N/N=C/c3c(C)nn(-c4ccccc4)c3C)s2)cc1
  u	-21.0%	2.7%
CN1C(=O)c2oc3ccccc3c(=O)c2C1c1ccccn1 (stereo not given)
  -3.1%	-6.0%	5.6%
Cn1c(CNC(=O)CNC(=O)c2ccc(C(C)(C)C)cc2)cc(=O)n(C)c1=O
  7.9%	-1.7%	2.2%
CCn1c(N2CCN(C(=S)NCC(C)C)CC2)nc2ccccc21
  -21.9%	u	-5.3%
COc1ccccc1NC(=O)CCC(=O)Nc1cc(OC)c(NC(=O)c2cccs2)cc1OC
  u	-24.6%	4.9%
COc1cc(Cl)c(NC(=O)CC(C)S(=O)(=O)c2cc3c(cc2C)NC(=O)CO3)c(OC)c1 (stereo not given)
  u	-13.4%	7.5%
Cc1cc(C)c(NC(=S)N(CCN(C)C)Cc2cccs2)c(C)c1
  u	u	5.3%
COc1ccc(C(=O)N2CCN(C(=O)CC(C)C)CC2)cc1OC
  8.4%	4.7%	5.0%
COc1ccc(-c2noc(=O)n2Cc2ccccc2F)cc1
  1.5%	-23.0%	x
CC(C)CCN1C(=O)c2ccccc2C1c1nnnn1-c1ccc2c(c1)OCCO2 (stereo not given)
  16.4µM*	23.1µM*	x

Next section.
Every second line gives: TDP1 cell noCPT	DT40 TDP1 CPT	TDP1 inh
O=C(CCN1C(=O)C2CC=CCC2C1=O)Nc1nc(-c2ccc(F)c(F)c2)cs1 (stereo not given)
  -19.0%	13µM*	0.6%
CCOC(=O)c1ccccc1NC(=O)N1CCCn2nc(C)cc21
  u	u	5.3%
Cc1ccc(S(=O)(=O)N2CCN(C(=O)C(F)(F)F)C2c2ccc(N(C)C)cc2)cc1 (stereo not given)
  -1.5%	-2.9%	x
COc1ccc(C(=O)NC(Cc2c[nH]c3ccccc23)C(=O)O)cc1 (stereo not given)
  6.1%	-4.2%	x
Clc1ccc(CN2C3=NCCCN3c3ccccc32)cc1
  20.6µM*	25.9µM*	8.4%
O=C(COC(=O)c1ccc(O)cc1)c1ccc(S(=O)(=O)N2CCCCC2)cc1
  -11.2%	-29.4%	3.5%
Cc1cc(C)nc(S/C=C/C(=O)c2ccccc2)n1
  2.59µM*	2.06µM*	-4.1%
Cc1oc2c(C)c3oc(=O)c4c(c3cc2c1C)CCCC4
  -22.6%	u	-1.2%
COc1ccc(CCNC(=O)CC(Cc2ccc(C)cc2)C(=O)O)cc1OC (stereo not given)
  0.2%	-27.7%	x
COCCN1CCN(C(=O)c2cc(COc3ccc(F)cc3Cl)on2)CC1
  u	-26.5%	2.0%
COc1cc(OC)c(C2C=C(C(=O)O)Nc3ncnn32)cc1OC (stereo not given)
  31.7%[activator]	1.0%	-2.1%[12.3 µM]
CC(=O)N=c1sccn1CC(=O)c1ccc([N+](=O)[O-])cc1
  -2.9%	-15.8%	-2.0%
O=C(C1=C[C@@H](c2csc3ccccc23)C[C@@H](OCc2ccc(CO)cc2)O1)N1CCN(Cc2ccccc2)CC1
  u	u	3.8%
Cc1ccc(-c2nc(=Nc3c(C)cc(C)cc3C)sn2-c2ccccc2)cc1
  2.24µM*	5.01µM*	5.3%
CCOC(=O)c1c(C)n(CC(COC(C)=O)OC(C)=O)c2ccc(OC(C)=O)cc12 (stereo not given)
  -3.5%	-1.9%	-1.8%
Fc1ccc(CN2CCCN(C(=S)Nc3ccc(F)cc3)CC2)cc1
  -23.3%	-11.8%	6.2%
CN(C)c1ccc(/C=C/c2ccnc3ccc(-c4ccccc4)cc23)cc1
  14.1µM*	u	x
COc1ccc(CC(N)c2csc(NC(=O)Nc3ccccc3Cc3ccccc3)n2)cc1 (stereo not given)
  16.4µM*	20.6µM*	x
COc1ccc(O)c(C(=O)CC(=O)c2ccncc2)c1
  u	-28.9%	x
COC(=O)c1ccccc1NC(=O)CSc1nc(=O)cc(N)n1-c1ccccc1
  -18.3%	8.3%	x

Ordered by molecular weight (rising): part of the list above.
Every second line gives: TDP1 cell noCPT	DT40 TDP1 CPT	TDP1 inh
CCOC(=O)C1CCN(Cc2ccc(Cl)c(Cl)c2)CC1
  -0.8%	-11.3%	-3.9%
COC(=O)c1cn(CC(=O)Nc2ccccc2C)c2ccccc12
  -17.4%	-2.7%	x
CCOC(=O)c1sc(NC(=O)c2ccc3nc[nH]c3c2)nc1C
  8.2µM*	u	x

Carrying on.
Every second line gives: TDP1 cell noCPT	DT40 TDP1 CPT	TDP1 inh
Cc1ccc(S(=O)(=O)/N=C2/NC(=O)/C(=C/c3cc([N+](=O)[O-])ccc3O)S2)cc1
  2.5%	1.8%	x
CCOn1c(=O)c(-c2cccc(Br)c2)[n+]([O-])c2ccccc21
  -17.3%	1.5%	x
O=C(CN(Cc1cccs1)C(=O)CNS(=O)(=O)c1ccccc1)NCc1ccco1
  -14.5%	-2.3%	5.7%
CC1=NN(C(=O)c2ccco2)C(O)(c2ccccc2)C1 (stereo not given)
  0.92µM*	1.03µM*	4.7%
COCC(=O)Nc1nc(-c2ccccc2)c(C)s1
  -5.4%	3.2%	5.1%
O=C(NNC(=O)c1cc(-c2ccccc2)n(-c2ccccc2)n1)c1cccc([N+](=O)[O-])c1
  -11.0%	-18.6%	8.1%
Cc1ccc(N(CC(O)CN2CCCCC2)S(=O)(=O)c2ccc(C)cc2)cc1 (stereo not given)
  -3.5%	3.4%	x
COc1ccc(C(NC(=O)C(C)C)c2ccc3cccnc3c2O)cc1 (stereo not given)
  0.461µM*	0.731µM*	x
Cc1cc(=O)oc2cc(OCC(=O)Nc3c(Cl)cccc3C(F)(F)F)ccc12
  13µM*	u	3.1%
